TCR activator – activators of T cell receptors. primary human leukocytes, anti-CD3, IL-2 HTRF, 48 h. Potency, µM (titrated, usually from 9.22 µM), without a hit: top-dose activation of IL-2 secretion, actives largely listed as activators. 330,000 tested, under 10 active; also: % of control where 0% means no effect
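Human primary leukocytes + a-CD3 beads + cpd, 48 hr; IL-2 in supernatant by HTRF (ex 320nm / em 665nm). No co-stimulatory signal supplied.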
Mito fusion act – mitochondrial division inhibition or fusion activation; Potency, µM (top dose mostly 46.1 µM), inactives show at the highest dose growth rescue (activation), hits mostly activators; actives 0.23% (n = 320,000); S. cerevisiae fusion-defective mutant growth rescue, CellTiterGlo 48 h; AID 485298;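 also: potency is read from the fitted curve at half-maximal effect; % of control where 0% means no effect; nearly all actives have a fitted effect of over 45% in size; temperature-sensitive fusion mutants such as fzo1-1 at 37 °C on non-fermentable ethanol glycerol medium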
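Luminescent cell viability in 1536-well qHTS format served as the measure of rescued growth in ts fusion-mutant S. cerevisiae cultured on non-fermentable YPEG for 48 hours at 37C.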
Eya2 inh – Eya2 (human) phosphatase inhibition; O00167; recombinant Eya2, OMFP fluorescence dephosphorylation (OMFP is methylfluorescein phosphate); Potency, µM (highest dose often 76.9 µM), without a hit: top-dose activity, negative = inhibition, hits mostly inhibitors; actives 0.006% (n = 330,000); also: potency is read from the fitted curve at half-maximal effect; % is scaled to controls: 0 for no effect and ±100 for the full control effect
Target sequence (O00167 whole entry, looked up): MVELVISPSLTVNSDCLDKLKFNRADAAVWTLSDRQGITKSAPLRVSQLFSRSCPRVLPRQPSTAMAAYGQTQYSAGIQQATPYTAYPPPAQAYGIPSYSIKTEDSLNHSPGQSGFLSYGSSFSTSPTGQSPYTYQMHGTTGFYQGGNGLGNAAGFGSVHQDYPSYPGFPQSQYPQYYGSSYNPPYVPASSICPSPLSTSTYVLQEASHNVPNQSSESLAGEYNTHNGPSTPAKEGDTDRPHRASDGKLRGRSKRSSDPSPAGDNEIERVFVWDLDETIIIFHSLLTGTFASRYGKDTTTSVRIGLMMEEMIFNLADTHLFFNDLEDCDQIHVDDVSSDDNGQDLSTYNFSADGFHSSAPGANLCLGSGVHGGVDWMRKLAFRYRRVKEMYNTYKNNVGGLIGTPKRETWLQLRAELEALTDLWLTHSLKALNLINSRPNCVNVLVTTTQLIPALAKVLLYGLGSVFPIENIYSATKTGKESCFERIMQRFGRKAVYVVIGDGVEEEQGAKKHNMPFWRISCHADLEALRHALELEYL
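Eya2 (0.2 uM) preincubated 10 min at ambient with compound, then OMFP substrate added at 50 uM; 10 min reaction in 50 mM HEPES pH 7.5, 50 mM NaCl, 5 uM MgCl2, 0.05% BSA, 1 mM DTT. Fluorescence read at Ex 485/Em 525 nm.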
ELG1 DNA repair – blocks ELG1-dependent DNA repair in HEK293T cells; HEK293T ELG1-luciferase reporter, luminescence, 16 h; DNA damage induced by 5-fluorouridine; Potency, µM (titrated, usually from 46.1 µM), for the others: at the top dose activity change, negative = inhibition, actives largely listed as inhibitors; actives 2.3% (n = 330,000); AID 504467; also: potency is read from the fitted curve at half-maximal effect; % is scaled to controls: 0 for no effect and ±100 for the full control effect; nearly all actives have a fitted effect of over 55% in size
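Overnight (16 hr) co-exposure of 2,000 cells/well to 5-fluorouridine and compound at 37 °C preceded detection. Luciferase was quantified via ONE-Glo luminescence; loss of signal denotes inhibition.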
KCNH2 WT inh – inhibitors of human wildtype KCNH2 potassium channel; AID 720551; activity change, % at 1.84 µM; U2OS, BacMam KCNH2, thallium flux FluxOr; active compounds read low; Q12809; actives 0.37% (n = 340,000);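 active = maximum activity change below -70%; inconclusive = maximum activity change between -70% and -50%; inactive = maximum activity change above -50%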; also: % is scaled to controls: 0 for no effect and ±100 for the full control effect
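U2OS cells were transduced with wild-type KCNH2 virus (2.03 x 10^8 / mL) for 4 h at room temperature, then cultured overnight at 37 C. Thallium flux was read with FluxOr dye. Rate constants were normalized to DMSO controls.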
KCNH2 3.1 block – KCNH2 3.1 (human) potassium channel inhibition. U2OS KCNH2 3.1, thallium flux FluxOr; active compounds read low. activity change, % (tested at about 1.8 µM). actives 0.95% (n = 340,000). AID 720553;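 active = maximum activity change below -70%; inconclusive = maximum activity change from -70% to -50%; inactive = maximum activity change above -50%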;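 also: thallium influx rate constant from kinetic fluorescence after stimulation buffer; % is scaled to controls: 0 for no effect and ±100 for the full control effect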
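Kinetic fluorescence (2 min after stimulation buffer) measures Tl+ influx through KCNH2 3.1 expressed by viral transduction in U2OS cells; the rate constant is normalized against DMSO controls serving as positive and negative references.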
TRPV1 ag – human TRPV1 agonism; actives 0.19% (n = 320,000); Q8NER1; TRPV1-expressing cells, Fluo-8 calcium influx, agonist mode; activation, % at 8.33 µM; in the data active = activation above about 80%; inconclusive = between about 30% and that limit; also: 0% is about no effect
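Cells expressing TRPV1 were dye-loaded with Fluo-8 and read kinetically: 10 s baseline, 3 min after compound (agonist portion), then 2 min after EC20 capsaicin (allosteric enhancer portion). Calcium-bound dye fluorescence at 480/520 nm.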
TSHR antagonist – blocks TSH signaling through the human TSH receptor. TSHR-expressing cells, TSH-stimulated cAMP HTRF, 2 h; active compounds read low. actives 0.2% (n = 330,000). AID 504810. P16473. activity change, negative = inhibition, % at 11.5 µM;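 active = activity change below a set negative limit, meaning inhibition stronger than a set level, cut at about -70% in these data; inconclusive = activity change between two set negative limits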; also: % is scaled to controls: 0 for no effect and ±100 for the full control effect
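TSHR-expressing cells were treated with compounds, then stimulated with TSH at EC80 (4nM final) for 2 hours at 37 deg C. Cellular cAMP was measured by HTRF competition between lysate cAMP and cAMP-d2 for a cryptate-labelled anti-cAMP antibody.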
AT treatment – potential ataxia-telangiectasia treatments restoring KAP-1 phosphorylation. actives 0.19% (n = 320,000). Potency, µM (top dose mostly 57.5 µM), without a hit: top-dose activation, actives largely listed as activators. […] A-T fibroblasts, KAP-1 phosphorylation AlphaLISA; neocarzinostatin DNA damage 30 min before lysis; also: potency is read from the fitted curve at half-maximal effect; % of control where 0% means no effect; nearly all actives have a fitted effect of over 45% in size
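ATM-like activity read as KAP-1 phosphorylation via AlphaLISA donor/acceptor antibody pairs after lysis and 6 hr at 25C. Cells were ATM-null patient fibroblasts ([…], hTERT), dosed 60 min, then exposed to the DSB inducer NCS for 30 min.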
USP2a inh – inhibitors of human ubiquitin-specific protease USP2a; USP2 core, Ub-CHOP2 coupled fluorogenic reporter, 485/531; AID 463254; actives 0.01% (n = 330,000); Potency, µM (titrated, usually from 38.3 µM), without a hit: at the highest dose activity change, negative = inhibition, usual class: inhibitors;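 also: potency is read from the fitted curve at half-maximal effect; plate controls were DMSO wells for no effect and full inhibition by NEM control for full effect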
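Cell-free coupled assay: 10nM USP2 core preincubated 30min RT with compound in Tris-HCl pH 8.0/CaCl2/CHAPS buffer, then 25nM Ub-CHOP2 and 25nM reporter substrate; fluorescence (Ex 485/Em 531) read after 60min RT, normalized to NEM inhibition, concentration-response curves fitted.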
* hit, by the source's call; ? = inconclusive; nt = no result given; [ ] = another dose, or the depositor's remark. Unless noted, calls follow the shape of the dose curve; as a rule, active = well fitted curve in the direction sought with a large enough effect; inconclusive = small, poorly fitted or top-dose-only effect, or another doubt; inactive = no such curve, though single readings can be large; an effect the other way counts as inactive or inconclusive. Some of the compounds tested (hit frequency here may not be typical).

SMILES	TCR activator	Mito fusion act	Eya2 inh	ELG1 DNA repair	KCNH2 WT inh	KCNH2 3.1 block	TRPV1 ag	TSHR antagonist	AT treatment	USP2a inh
C=CCn1c(SCc2ccccc2)nc2scc(-c3ccc(C)o3)c2c1=O	0%	-4%	11%	-14%	-16	-5	0	6	-3%	3%
COc1ccc(Br)cc1CN(C)CC(=O)Nc1cc(Cl)cc(Cl)c1	3%[46.1 µM]	-6%	-4%	?	14	-1	-2	-38	13%	0%
CCCn1c(N2CCN(C(=O)Nc3ccc(Cl)cc3)CC2)nc2ccccc21	3%	-3%	-1%	?	16	-3	81*	12	1%	10%
COc1ccc(NC(=O)c2nn(C34CC5CC(CC(C5)C3)C4)cc2[N+](=O)[O-])cc1	-3%[46.1 µM]	?	-2%	2%	-7	10	5	3	-2%	2%
O=c1sc(N2CCN(c3ccc(F)cc3)CC2)nc2ccsc12	-4%	2%	14%	?	6	-11	3	-2	9%	1%
S=c1[nH]nc(COc2ccc(Cl)cc2)n1C1CCCCC1	-5%[46.1 µM]	10%	-13%	2%	-3	2	2	1	0%	-7%
CCOc1ccc(OCCOC(=O)CN(C)S(=O)(=O)c2ccc(NC(C)=O)cc2)cc1	1%	0%	-7%	22%	5	-33	-2	-7	3%	1%
COc1ccccc1C1CN=NC12CCCc1ccccc1C2=O (stereo not drawn)	-27%	5%	2%	-4%	1	-4	18	-16	4%	0%
COc1cccc(-n2c(C)nn(C)c2=O)c1	0%	-5%	-14%	10%	-12	-1	0	3	0%	0%
Cc1c(Cl)cccc1NC(=O)CNC(=O)c1ccco1	-1%	-2%	-1%	0%	-1	-1	0	15	2%	1%
Cc1cc(C)c2nc(SCC(=O)N(C)C3CCS(=O)(=O)C3)cc(C)c2c1 (stereo not drawn)	2%	15%	-2%	-5%	-5	21	5	-3	-1%	2%
CC(=O)c1ccc(NC(=S)N2CCN(CCO)CC2)cc1	nt	-2%	?	-15%	-22	2	-1	8	10%	1%
N#CCC(=O)NC1CCC(CC2CCC(NC(=O)CC#N)CC2)CC1 (stereo not drawn)	-14%	1%	18%	-4%	5	10	-4	6	-3%	1%
O=C(Cc1ccc(Cl)cc1)N1CCC2(CC1)NCCc1[nH]cnc12	6%	-1%	8%	?	5	-14	-1	2	-5%	-5%
O=C(O)CNC(=O)c1ccccc1Br	4%	2%	0%	16%	-2	4	2	1	7%	0%
CCN(CC(=O)Nc1c(F)cccc1F)C(=O)c1cc(S(=O)(=O)N(C)C)ccc1N1CCCC1	3%	3%	-5%	-14%	1	6	0	-11	9%	2%
COc1ccc(OC)c(S(=O)(=O)n2cccn2)c1	5%	-2%	-4%	-4%	5	21	1	-1	2%	3%
CC(=O)Nc1ccc(S(=O)(=O)N2CCN(Cc3cccnc3)CC2)cc1	3%	-1%	2%	5%	-1	3	0	-7	7%	1%
CNc1nc2ccccc2n1/N=C/c1cccc(OC)c1OC	-4%	-4%	-6%	?	?	4	2	-9	2%	3%
CCOC(=O)c1c(NC(=O)CCS(=O)(=O)c2ccccc2)sc2c1CCN(C(C)C)C2	2%	-1%	-8%	17%	9	-14	21	28	-3%	-1%

Full records, quoted from the list:
Listed for CC(=O)Nc1ccc(S(=O)(=O)N2CCN(Cc3cccnc3)CC2)cc1 → TCR activator: 3%; Mito fusion act: -1%; Eya2 inh: 2%; ELG1 DNA repair: 5%; KCNH2 WT inh: -1; KCNH2 3.1 block: 3; TRPV1 ag: 0; TSHR antagonist: -7; AT treatment: 7%; USP2a inh: 1%
Listed for COc1ccccc1C1CN=NC12CCCc1ccccc1C2=O (stereo not drawn) → TCR activator: -27%; Mito fusion act: 5%; Eya2 inh: 2%; ELG1 DNA repair: -4%; KCNH2 WT inh: 1; KCNH2 3.1 block: -4; TRPV1 ag: 18; TSHR antagonist: -16; AT treatment: 4%; USP2a inh: 0%

Further compounds
SMILES	TCR activator	Mito fusion act	Eya2 inh	ELG1 DNA repair	KCNH2 WT inh	KCNH2 3.1 block	TRPV1 ag	TSHR antagonist	AT treatment	USP2a inh
O=C(COC(=O)c1ccc2c(=O)n3c(nc2c1)CCC3)Nc1ccc(OC(F)F)cc1	3%	4%	13%	13%	-2	-15	0	-2	0%	3%
COc1cccc(/C=N/NC(=O)c2cc(-c3ccccn3)nc3ccccc23)c1O	-2%	0%	21%	?	-6	-6	2	-8	-6%	-13%
COc1ccccc1C(c1c(N)n(C)c(=O)n(C)c1=O)C(C)[N+](=O)[O-] (stereo not drawn)	1%	-9%	7%	?	-1	-20	1	3	-7%	4%
Cc1ccc(C(=O)OCc2nc3ccccc3s2)o1	-4%	5%	19%	?	3	-11	?	2	-2%	0%
CC1CCCN(CC(O)COc2ccc(S(=O)(=O)N3CCCC3)cc2[N+](=O)[O-])C1 (stereo not drawn)	-15%	3%	-22%	3%	-4	11	0	27	3%	3%
CCN(c1ccccc1)S(=O)(=O)c1cc(C(=O)Nc2ccccc2Cl)ccc1F	6%[46.1 µM]	?	-3%	-17%	18	0	10	-2	0%	-1%
CNCC(=O)N(CC(C)C)c1c(N)n(CC(C)C)c(=O)[nH]c1=O	2%	-4%	16%	4%	-12	24	16	8	-10%	0%
CC1CCCCN1C(=O)NC1CC(=O)N(c2ccc3c(c2)OCCO3)C1 (stereo not drawn)	0%	5%	10%	-11%	-2	8	-2	4	4%	3%
COc1cccc(/C(C)=N/Nc2ncc(Cl)cc2Cl)c1	0%[46.1 µM]	-1%	-12%	?	13	15	6	-4	-1%	5%
CCS(=O)(=O)N1CCN(Cc2ccccc2OC)CC1	-17%	8%	-5%	8%	-12	4	2	39	1%	1%
O=C(NCCN1C(=O)C2C3C=CC(C3)C2C1=O)Nc1cccnc1 (stereo not drawn)	-2%	-3%	-3%	1%	1	5	0	8	-2%	0%
NC1=NC2(CCCC2)n2c(nc3ccccc32)N1	-6%	-7%	8%	3%	-1	nt	-1	-14	-1%	2%
CCCCCCOc1ccc(C(CC(=O)NC)C(=O)O)cc1 (stereo not drawn)	3%	5%	5%	-4%	3	7	0	4	0%	2%
CCOC(=O)COc1ccc2c(=O)cc(-c3ccccc3)oc2c1	-8%	5%	1%	2%	0	-6	30	-7	-4%	2%
CC1CCCC(C)N1C(=O)CSc1nnc(-c2cccs2)o1 (stereo not drawn)	-2%	2%	-14%	?	-23	7	?	-5	-12%	-1%
COc1ccc(S(=O)(=O)N(C)c2ccc(C(=O)NCc3ccccn3)cc2)cc1	-6%	-1%	16%	-19%	8	-2	2	8	24%	3%
COc1ccc(C2=NN(C(C#N)c3ccc(OC)c(OC)c3)C(c3ccccc3)C2)cc1 (stereo not drawn)	7%	1%	10%	?	1	-26	?	-2	3%	1%
Nc1nonc1-n1nnc(C(=O)N/N=C/c2ccc(OCc3ccccc3F)cc2)c1CNc1ccccc1	8%	-2%	6%	?	-9	-38	-2	-1	1%	-1%
CCc1cc2c(N3CCN(C(=O)c4ccco4)CC3)ncnc2s1	2%	15%	-7%	-9%	-18	-2	13	0	-2%	-2%
O=C1CCN(Cc2ccc(Br)cc2)CCN1[C@H](CO)c1ccccc1	8%	3%	5%	-2%	0	1	-2	-4	-21%	-2%
Cc1ccc(OC(=O)c2cc(C)nn2C(C)(C)C)cc1	-2%	-4%	-5%	-5%	-3	6	nt	-8	?	3%
CN1C(=O)/C(=C/c2cc(N=Nc3ccccc3)ccc2O)SC1=S	2%	5%	2%	-13%	-11	-13	0	-13	-5%	2%

Another view of two compounds above:
Structure | TCR activator | Mito fusion act | Eya2 inh | ELG1 DNA repair | KCNH2 WT inh | KCNH2 3.1 block | TRPV1 ag | TSHR antagonist | AT treatment | USP2a inh
COc1ccccc1C(c1c(N)n(C)c(=O)n(C)c1=O)C(C)[N+](=O)[O-] (stereo not drawn) | 1% | -9% | 7% | ? | -1 | -20 | 1 | 3 | -7% | 4%
CNCC(=O)N(CC(C)C)c1c(N)n(CC(C)C)c(=O)[nH]c1=O | 2% | -4% | 16% | 4% | -12 | 24 | 16 | 8 | -10% | 0%

Of the compounds above, three have an NH in an aromatic ring:
SMILES	TCR activator	Mito fusion act	Eya2 inh	ELG1 DNA repair	KCNH2 WT inh	KCNH2 3.1 block	TRPV1 ag	TSHR antagonist	AT treatment	USP2a inh
S=c1[nH]nc(COc2ccc(Cl)cc2)n1C1CCCCC1	-5%[46.1 µM]	10%	-13%	2%	-3	2	2	1	0%	-7%
O=C(Cc1ccc(Cl)cc1)N1CCC2(CC1)NCCc1[nH]cnc12	6%	-1%	8%	?	5	-14	-1	2	-5%	-5%
CNCC(=O)N(CC(C)C)c1c(N)n(CC(C)C)c(=O)[nH]c1=O	2%	-4%	16%	4%	-12	24	16	8	-10%	0%
